High-throughput results (PubChem BioAssay)
CCR6 antag: CCR6 receptor antagonists, primary screen, cell-based, CHO-K1, luminescence, beta-arrestin, uHTS. C-C chemokine receptor type 6 (Homo sapiens), P51684. inhibition, % at 20 µM. CHO-K1 CCR6 PathHunter beta-arrestin, CCL20-stimulated. 340,000 tested, 0.49% active;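 active means compounds whose inhibition of the agonist-driven luminescence signal at 20 µM reaches about 50%, limit read from the data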;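 further: cells stimulated with CCL20 at 14 nM final; plate controls were DMSO with CCL20 for no effect and DMSO without agonist for full effect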
Jurkat NFkB inh: inhibitors of induced NF-kB luciferase reporter, primary screen, TCR NF-kB activation inhibitor project, cell-based, luminescence, uHTS; AID 435003, 2010; inhibition, % at 4 µM; 330,000 tested, 0.53% active; Jurkat, PMA/ionomycin-induced NF-kB luciferase reporter; in the data active means inhibition above about 50%
EBI2 block: EBI2 receptor antagonists, beta-arrestin recruitment, primary screen, cell-based, luminescence, 7a,25-OHC stimulation, uHTS; 7a,25-OHC stimulated; 360,000 tested, 0.81% active; inhibition, % at 5 µM; G-protein coupled receptor 183 (Homo sapiens), P32249; in the data active means inhibition above about 38%;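 further: enzyme fragment complementation signal reports receptor beta-arrestin coupling in cells; 0% = agonist plus DMSO wells and 100% = wells without agonist; some results beyond the cut were filed as inactive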
Gli-Sufu block: Gli-Sufu pathway antagonists, primary screen, luciferase luminescence, Sufu-KO-LIGHT cells, uHTS; Sufu-KO-LIGHT fibroblasts, Gli luciferase reporter luminescence; inhibition, % at 5 µM; 340,000 tested, 0.74% active;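 active means inhibition above about 55%, limit read from the data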;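 further: 0% = DMSO-treated cells and 100% = wells with medium but no cells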
UPR XBP1 act: activators of adaptive XBP1 UPR arm, primary screen, cell-based, CHO-XBP1 luciferase reporter, luminescence, uHTS. IRE1-XBP1 UPR activation; percent of tunicamycin response, DMSO as zero. activation, % at 20 µM. 330,000 tested, 0.33% active;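 active means versus positive control, 20 µM dose yields 30% or more activation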;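 further: 100% = tunicamycin at 10 µg/mL and 0% = DMSO only wells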
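Material – CHO cell line with stable XBP1 luciferase reporter · Buffer or medium – F12 plus 10% FBS · Compound – single point, 20 µM final compound, 1% DMSO · Schedule – 16-18 h cell attachment at 37 °C, then 6 h compound exposure · Signal – Steady-Glo luminescence read · Benchmarks – high control tunicamycin 10 µg/mL final, low control DMSO vehicle only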
Mdm2-MdmX inh: inhibitors of human Mdm2-MdmX association, primary screen, cell-based, luminescence, split luciferase, SaOS-2, uHTS; Protein Mdm4 (Homo sapiens) + E3 ubiquitin-protein ligase Mdm2 (Homo sapiens), …; SaOS-2 split-luciferase Mdm2/MdmX complementation; inhibition, % at 8 µM; 330,000 tested, 3% active; AID 485346, 2010;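 active means inhibition of at least 50% at 8 µM in the primary screen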
Target sequence (O15151 whole entry, looked up): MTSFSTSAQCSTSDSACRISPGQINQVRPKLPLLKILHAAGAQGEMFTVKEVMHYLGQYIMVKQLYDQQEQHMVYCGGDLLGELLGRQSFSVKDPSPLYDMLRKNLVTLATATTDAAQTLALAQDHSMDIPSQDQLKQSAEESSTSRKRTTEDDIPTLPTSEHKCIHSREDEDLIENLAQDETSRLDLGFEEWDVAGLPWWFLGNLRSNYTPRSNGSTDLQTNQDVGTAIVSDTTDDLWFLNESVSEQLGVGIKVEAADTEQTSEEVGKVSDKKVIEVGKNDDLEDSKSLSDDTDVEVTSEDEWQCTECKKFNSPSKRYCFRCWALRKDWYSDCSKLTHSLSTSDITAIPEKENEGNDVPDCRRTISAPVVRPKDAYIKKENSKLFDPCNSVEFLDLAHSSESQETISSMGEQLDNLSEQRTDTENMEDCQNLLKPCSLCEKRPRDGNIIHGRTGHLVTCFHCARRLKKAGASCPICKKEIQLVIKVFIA
Target sequence (Q00987 whole entry, looked up): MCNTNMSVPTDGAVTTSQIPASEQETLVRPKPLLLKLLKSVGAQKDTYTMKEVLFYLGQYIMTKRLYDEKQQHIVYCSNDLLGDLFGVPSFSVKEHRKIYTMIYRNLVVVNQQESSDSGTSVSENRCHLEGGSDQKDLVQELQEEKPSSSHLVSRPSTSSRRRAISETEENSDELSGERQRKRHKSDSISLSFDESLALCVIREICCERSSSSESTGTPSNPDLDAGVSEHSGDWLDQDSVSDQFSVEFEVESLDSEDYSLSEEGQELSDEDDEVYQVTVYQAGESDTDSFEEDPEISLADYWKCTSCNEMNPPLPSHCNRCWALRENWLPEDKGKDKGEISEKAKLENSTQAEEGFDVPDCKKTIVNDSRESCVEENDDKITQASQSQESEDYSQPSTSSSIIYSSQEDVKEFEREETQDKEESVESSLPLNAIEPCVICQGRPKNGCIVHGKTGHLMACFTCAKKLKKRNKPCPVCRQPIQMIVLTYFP
UPR CHOP act: activators of apoptotic CHOP UPR arm, primary screen, cell-based, CHO-CHOP luciferase reporter, luminescence, uHTS; AID 449763, 2010; 330,000 tested, 0.34% active; activation, % at 10 µM; UPR activation; percent of tunicamycin response over DMSO baseline;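 active means at 10 µM dose, activation of 40% or more, normalized to positive control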;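 further: 100% = tunicamycin at 10 µg/mL and 0% = DMSO alone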
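System: CHO-CHOP luciferase reporter cell line | Buffer or medium: F12 medium containing 10% fetal bovine serum | Doses: One dose, 10 µM in 0.5% DMSO | Times: 6 h compound exposure at 37 °C after overnight seeding | Signal: Luciferase luminescence | Read-out: % activation vs tunicamycin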
697 NFkB inh: inhibitors of PMA/ionomycin-induced NF-kB reporter, 697 cells, primary screen, B-cell NF-kB inhibitor project, cell-based, luminescence, uHTS; 697 B-cell NF-kB luciferase reporter, 16 h; inhibition, % at 4 µM; 330,000 tested, 0.33% active; in the data active means inhibition above about 35%
CXCR6 block: CXCR6 receptor inhibitors, primary screen, cell-based, beta-arrestin, luminescence, CHO-K1 PathHunter, 1536-well. inhibition, % at 20 µM. 360,000 tested, 0.36% active. C-X-C chemokine receptor type 6 (Homo sapiens), O00574. AID 602244, 2012; in the data active means inhibition above about 34%, passing the limit was not always enough;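 further: antagonist mode with CXCL16 agonist at 10 nM final; 0% = 10 nM CXCL16 with DMSO and 100% = unstimulated wells without agonist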
* marks the source's active call; other numbers are inactive results; / = not tested or not shown.

SMILES	CCR6 antag	Jurkat NFkB inh	EBI2 block	Gli-Sufu block	UPR XBP1 act	Mdm2-MdmX inh	UPR CHOP act	697 NFkB inh	CXCR6 block
CN(C(=O)c1ccc(NC(=O)C2CCCN(C(=O)OC(C)(C)C)C2)cc1)C1CCC1 (stereo unspecified)	-7.9	-1.2	-10.7	30.3	-4.4	9.0	-1.7	-2.9	0.5
NC(N)=NC1=NC(=O)C(Cc2ccccc2Cl)S1 (stereo unspecified)	-2.1	-3.5	-3.0	-13.2	0.2	21.3	2.5	13.9	5.2
COc1ccc(Cl)cc1NC(=O)CSc1ncnc2c1oc1ccccc12	-4.0	5.5	-8.9	-2.6	4.1	39.1	0.4	15.8	2.5
COc1ccc2[nH]c(O)c(N=NC(=O)Cc3cccs3)c2c1	14.7	-2.0	19.2	4.2	3.7	13.5	4.6	-5.1	3.9
C=CC[C@@H](Cc1ccc(F)cc1)C(=O)OC[C@@H]1CCCN1C(=O)[C@@H](CC=C)CC(=O)N[C@@H](CO)Cc1ccccc1	6.7	-14.9	1.4	-0.9	-2.2	9.8	1.2	-9.5	-2.0
C=CCN1C(=O)C(=O)N(CC(=O)NCC(=O)Nc2ccc(F)c(F)c2F)C1=O	0.1	8.8	-2.0	5.4	1.1	7.6	-2.3	-3.6	-4.8
CCc1nnc(NC(=O)c2ccc(-c3ccccc3Cl)o2)s1	4.3	-21.5	1.4	-47.0	4.9	-23.3	1.9	1.6	4.7
O=C1C(=O)N(CCS(=O)(=O)c2ccccc2)c2ccc(Cl)cc21	6.6	15.1	-17.6	6.5	2.3	33.0	1.7	10.4	6.6
Cc1ccnc(NC(=O)Nc2ccc(Br)cc2Cl)c1	3.4	-156.8	6.4	-48.0	-1.7	-94.4	1.4	-225.4	-14.8
CC(=O)N(c1ccc2oc(=O)sc2c1)S(=O)(=O)c1ccc(C)cc1	4.5	-25.1	-17.6	7.2	4.2	-7.1	-1.1	-9.5	-1.9
CCc1nn(-c2ccccc2)c(N)c1-c1ccc(OC)c(OC)c1	2.8	0.2	-1.1	-6.4	1.6	18.6	2.5	5.3	-9.6
O=c1[nH]c2c(s1)C(c1ccc(O)cc1)C1C3CCC(C3)C1S2 (stereo unspecified)	2.7	-8.3	1.8	-0.9	1.2	5.6	-1.9	-2.1	4.0
Cn1nc(C(=O)OCC(=O)c2ccccc2)c2ccccc2c1=O	3.0	5.7	-11.3	0.6	4.8	-0.8	4.3	8.5	-2.4
CN(C)S(=O)(=O)c1ccc(Cl)c(NC(=O)CSc2nc3c(cc2C#N)C(=O)CC(C)(C)C3)c1	23.2	-1.7	4.6	9.2	2.0	13.4	5.2	14.1	4.2
COc1ccc(/C=N/NC(=O)c2cccc(C(F)(F)F)c2)cc1	6.6	6.6	4.0	3.4	0.7	15.8	1.4	-1.1	-14.9
CC(=O)n1cc(/C=N/NC(=O)c2sc(C)nc2C)c2ccccc21	-15.0	10.2	-0.7	-5.2	5.3	13.6	2.8	-7.2	-11.1
O=C(NCCCCc1ccccc1)C12CN(Cc3ccccc3)CC1C(c1cccc([N+](=O)[O-])c1)=NO2 (stereo unspecified)	10.2	10.5	37.5	12.5	-2.8	-15.8	-0.1	-2.3	5.9
Cc1cccc(N(Cc2ccc(Cl)cc2)S(C)(=O)=O)c1	2.3	-3.9	4.5	3.2	1.1	-18.3	-0.9	3.2	8.3
CC(=O)Nc1ccccc1NS(=O)(=O)c1ccccc1[N+](=O)[O-]	0.4	7.3	-6.8	39.4	-0.2	7.7	-0.5	24.6	-1.0
O=C(CCCc1nc(-c2ccc(Cl)cc2)no1)NCC1CCCO1 (stereo unspecified)	8.6	13.4	9.4	-8.4	-0.5	0.2	-1.6	13.0	-10.0
O=C(CSc1nccc(=O)[nH]1)c1c[nH]c2ccccc12	9.2	-16.3	0.4	-4.8	-2.1	-10.4	-1.1	-43.5	-9.0
O=[N+]1C2=C(CCCC2)N([O-])C12CCCC2	-7.8	-3.0	7.1	7.3	-5.6	3.9	2.0	16.8	-6.5
O=C(/C=C/c1ccc(Cl)cc1)N(c1ccccn1)C1CCCCC1	19.8	-1.6	16.0	13.4	-2.5	0.8	-0.5	4.4	59.1*
O=C(CSc1nnnn1-c1ccc(F)cc1)Nc1ccc(N2CCOCC2)c(Cl)c1	15.8	-1.4	11.5	5.8	-1.0	17.3	-3.0	10.2	-4.5
O=C(Nn1c(C2CCCCC2)nc2ccccc2c1=O)c1ccc([N+](=O)[O-])cc1	-10.0	7.5	-6.2	-9.3	-3.7	-21.4	0.5	2.4	-1.7
CCC(=O)c1c(NC(CC)CO)cc(C)oc1=O (stereo unspecified)	1.3	6.0	-5.2	-2.4	-0.7	0.0	-0.3	12.1	0.4
COc1cccc(N(C(=O)CS(=O)CC(=O)Nc2ccc(F)cc2)C(C(=O)NC2CCCCC2)c2cccs2)c1 (stereo unspecified)	-0.9	3.3	9.1	1.4	-5.5	6.0	1.1	2.0	-2.2
CC(=O)c1cccc(NC(=O)N[C@@H](CC(C)C)C(=O)O)c1	0.1	-12.1	-8.5	27.0	-0.9	6.1	-1.2	12.5	0.7
Cn1c(CNC(=O)c2ccc(Cl)cc2)nnc1SCC(=O)Nc1sc2c(c1C#N)CCCC2	-11.8	-5.8	9.7	6.8	0.1	0.2	1.3	2.5	0.0
CCCCn1c(N)c(N(Cc2ccccc2OC)C(=O)CCSC)c(=O)[nH]c1=O	-11.2	-11.3	-10.0	3.7	-2.3	12.6	0.2	1.3	-0.3

An excerpt from above in order of number of heavy atoms, lowest first:
SMILES	CCR6 antag	Jurkat NFkB inh	EBI2 block	Gli-Sufu block	UPR XBP1 act	Mdm2-MdmX inh	UPR CHOP act	697 NFkB inh	CXCR6 block
CC(=O)c1cccc(NC(=O)N[C@@H](CC(C)C)C(=O)O)c1	0.1	-12.1	-8.5	27.0	-0.9	6.1	-1.2	12.5	0.7
Cn1nc(C(=O)OCC(=O)c2ccccc2)c2ccccc2c1=O	3.0	5.7	-11.3	0.6	4.8	-0.8	4.3	8.5	-2.4
CCCCn1c(N)c(N(Cc2ccccc2OC)C(=O)CCSC)c(=O)[nH]c1=O	-11.2	-11.3	-10.0	3.7	-2.3	12.6	0.2	1.3	-0.3

Part of the list above, reformatted.
Values in the order: CCR6 antag	Jurkat NFkB inh	EBI2 block	Gli-Sufu block	UPR XBP1 act	Mdm2-MdmX inh	UPR CHOP act	697 NFkB inh	CXCR6 block
- O=[N+]1C2=C(CCCC2)N([O-])C12CCCC2
    -7.8	-3.0	7.1	7.3	-5.6	3.9	2.0	16.8	-6.5
- O=C(/C=C/c1ccc(Cl)cc1)N(c1ccccn1)C1CCCCC1
    19.8	-1.6	16.0	13.4	-2.5	0.8	-0.5	4.4	59.1*
- O=C(CSc1nnnn1-c1ccc(F)cc1)Nc1ccc(N2CCOCC2)c(Cl)c1
    15.8	-1.4	11.5	5.8	-1.0	17.3	-3.0	10.2	-4.5
- O=C(Nn1c(C2CCCCC2)nc2ccccc2c1=O)c1ccc([N+](=O)[O-])cc1
    -10.0	7.5	-6.2	-9.3	-3.7	-21.4	0.5	2.4	-1.7
- CCC(=O)c1c(NC(CC)CO)cc(C)oc1=O (stereo unspecified)
    1.3	6.0	-5.2	-2.4	-0.7	0.0	-0.3	12.1	0.4

Following part
SMILES	CCR6 antag	Jurkat NFkB inh	EBI2 block	Gli-Sufu block	UPR XBP1 act	Mdm2-MdmX inh	UPR CHOP act	697 NFkB inh	CXCR6 block
Cc1ccc(NC(=O)c2cccs2)cc1NC(=O)c1ccc(F)cc1	-3.4	11.5	-19.9	-1.0	1.3	11.4	1.5	-4.7	-10.3
COc1ccc(C(=O)NCCCCCCNC(=O)c2ccc(OC)cc2)cc1	14.3	-31.3	2.8	/	1.5	13.1	3.9	-50.2	-0.1
CCN(CC)S(=O)(=O)c1ccc2oc(Nc3ccc(OC)cc3OC)nc2c1	13.2	-12.0	7.8	22.7	1.0	17.4	0.2	-29.2	-1.1
COc1cccc(N2CC(NS(=O)(=O)c3cccnc3)CC2=O)c1 (stereo unspecified)	3.7	-6.2	2.2	-12.3	-3.6	12.0	-2.0	10.1	-0.2
CCCSc1nnc(CNS(=O)(=O)c2ccc(C)cc2)n1C	17.2	-4.1	-2.3	-13.7	-1.5	23.9	-0.2	-5.1	0.5
Cc1ccc(S(=O)(=O)N2CCN(CC(=O)Nc3ccccc3C(=O)NC3CC3)CC2)cc1	2.9	6.2	-5.6	-0.4	2.3	22.4	1.1	20.5	-3.5
O=C(N/N=C/c1ccc2c(c1)OCO2)c1cc(-c2ccco2)nc2ccccc12	8.3	0.3	1.4	-16.8	4.0	23.8	0.0	5.4	2.5
CCc1noc(C)c1C(=O)OC(C)C(=O)Nc1ccc(Cl)cn1 (stereo unspecified)	5.3	0.2	10.4	3.9	-2.7	1.9	-1.5	4.8	-1.6
CCOc1ccccc1NC(=O)C(OC(=O)c1ccc(CC)cc1)c1ccccc1 (stereo unspecified)	17.5	2.3	-13.9	20.9	0.3	12.5	0.7	5.0	-2.8
Cc1ccccc1NC(=O)CSc1nnc(CNC(=O)c2ccco2)n1C	8.0	2.5	-11.3	-1.4	1.2	12.0	-0.3	-0.7	-0.5
Nc1cccc2c1C(=O)N(CCOc1ccccc1F)C2=O	8.2	-182.9	-12.9	8.8	-4.3	-94.6	-1.6	-318.9	-7.8
O=C(O)CCSc1nnc(SCC(=O)NCC(F)(F)F)s1	7.0	9.2	-7.8	-3.6	0.3	5.1	2.1	12.3	-3.3
Cc1ccc(-c2nc3ccc(Cl)cc3n2OC(C)C(=O)O)cc1 (stereo unspecified)	-6.7	-173.2	3.1	-6.6	5.8	-111.6	6.5	-243.7	-5.9
O=C(CCNC(=O)c1ccc([N+](=O)[O-])cc1)Nc1ccc(N2CCOCC2)cc1N1CCOCC1	-9.7	-5.4	2.5	0.7	0.1	7.2	-0.6	4.8	-4.0
NC(=O)c1ccccc1N=Cc1ccccn1	10.5	-8.9	2.6	2.9	-4.2	-7.7	1.6	-4.6	-3.8
COc1ccc(CCNC(=O)C(=O)NN=C2CCCCCCC2)cc1OC	5.1	-4.6	0.0	2.0	0.2	-10.9	-1.8	-11.6	-10.9
C/C(=N/NS(=O)(=O)c1cccc([N+](=O)[O-])c1)c1c[nH]c2ccccc12	5.2	17.2	-10.5	2.5	-2.3	-2.0	1.5	18.7	3.9
COc1ccc2cc(C3=CC(=O)C[C@H](c4ccc5c(c4)OCO5)C3)ccc2c1	3.4	-3.3	71.7*	-5.2	-1.1	3.4	0.0	-8.0	3.0
